KKLEB cytotox – CF airway cell cytotoxicity counter-screen. KKLEB CF airway cells viability, ATPlite luminescence, overnight; hits give low values; cells stimulated with P. aeruginosa culture filtrate. activity change (cytotoxicity), % at 5 µM. hit rate 0.36% among 360,000. AID 602141;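 active means corrected activity change at or below -50% at 5 µM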
TROY NFkB inh – TROY signaling inhibition | AID 1347056 | inhibition, % at 10 µM | Q293 LMP1-TROYcd NF-kB luciferase reporter, 4 h | hit rate 0.98% among 360,000;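 active means compounds whose plate-normalised and pattern-corrected inhibition of the luciferase reporter signal at the single screening dose is 50% or more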
NCOA1 inh – inhibits human SRC1 coactivator. HEK293 GAL4-SRC1 luciferase reporter, luminescence. inhibition, % at 3.6 µM. hit rate 0.12% among 360,000. AID 588354;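 active means inhibition above the campaign mean plus 3 SD, with each screening campaign given its own cutoff, cut at about 60% in these data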;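 further: 0% = DMSO treated cells and 100% = gossypol at 36 µM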
Shn3 3UTR inh – reduces Shn3 3'UTR luciferase signal in osteoblasts | hit rate 0.52% among 360,000 | Clone20 osteoblast Shn3 3'UTR firefly luciferase, 24 h | inhibition, % at 12.5 µM | AID 588674;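 active means mean inhibition of at least 75% with every replicate also reaching 75%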;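 further: 0% = median of neutral control wells and 100% = pilot-screen positive control compound; some compounds past the cut are filed as inactive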
TWEAK Fn14 block – inhibitors of TWEAK-Fn14 interaction signaling; TWEAK-stimulated Fn14 reporter cells, luciferase luminescence, 8 h; inhibition, % at 10 µM; hit rate 2% among 360,000; in the data active means inhibition above about 50%
NR2F2 inh – inhibitors of human COUP-TFII (NR2F2); P24468; HEK293T NGFI-A luciferase reporter, luminescence; inhibition, % at 8.6 µM; hit rate 0.7% among 370,000; AID 686940;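 active means inhibition above a per-plate cutoff, mean inhibition of test wells between control levels plus 3 SD, cut at about 38% in these data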;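 further: cells cotransfected with COUP-TFII expression vector driving the NGFI-A reporter; 0% = median of COUP-TF2 test wells and 100% = reporter-only cells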
Target sequence (P24468 whole entry, looked up): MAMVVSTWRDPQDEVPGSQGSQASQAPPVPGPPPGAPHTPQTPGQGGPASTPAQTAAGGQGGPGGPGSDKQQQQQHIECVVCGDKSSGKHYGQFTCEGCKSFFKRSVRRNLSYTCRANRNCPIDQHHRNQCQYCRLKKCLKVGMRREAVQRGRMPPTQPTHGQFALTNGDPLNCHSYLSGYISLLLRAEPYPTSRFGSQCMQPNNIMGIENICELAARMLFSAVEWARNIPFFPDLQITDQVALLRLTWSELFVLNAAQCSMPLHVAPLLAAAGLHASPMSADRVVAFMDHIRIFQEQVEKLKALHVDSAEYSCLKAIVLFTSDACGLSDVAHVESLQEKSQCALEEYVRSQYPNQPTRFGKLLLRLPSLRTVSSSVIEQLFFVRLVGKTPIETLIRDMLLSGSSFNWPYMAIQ
NCOA3 inh – inhibitors of human steroid receptor coactivator 3 (SRC3) | hit rate 0.17% among 360,000 | HEK293 GAL4-SRC3 luciferase reporter, luminescence | Q9Y6Q9 | inhibition, % at 3.6 µM | AID 588352;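 active means inhibition above a per-campaign cutoff, the mean of all compounds plus 3 SD, cut at about 60% in these data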;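 further: 0% = DMSO-treated cells and 100% = gossypol-treated cells at 36 µM; higher means less SRC3-driven luciferase light from the GAL4 reporter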
LMP1 NFkB inh – Epstein-Barr LMP1 NF-kappaB reporter inhibition; LMP1-induced NF-kappaB luciferase reporter cells, luminescence; inhibition, % at 12.5 µM; hit rate 0.69% among 350,000; in the data active means inhibition above about 41%;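 further: 0% = neutral control wells and 100% = reference inhibitor control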
CF NFkB block – cystic fibrosis NF-kB activation inhibition; hit rate 0.86% among 360,000; inhibition, % at 5 µM; KKLEB NF-kB-GFP reporter, PAF-induced, GFP fluorescence overnight;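 active means at least 50% inhibition at 5 µM, scaled per plate between neutral and stimulator controls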;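 further: PAF is a Pseudomonas aeruginosa culture filtrate used as stimulus; plate controls were PAF-stimulated DMSO wells for no effect and unstimulated DMSO wells for full effect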
NR5A2 inv ag – NR5A2 inverse agonism in reporter assay; O00482; HEK293T StAR-luciferase reporter, LRH-1 transfected, 24 h; inhibition, % at 3.6 µM; hit rate 0.13% among 360,000; AID 602396;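 active means inhibition above the mean inhibition of all tested compounds plus 3 SD, cut at about 73% in these data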;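 further: 0% = DMSO wells and 100% = reporter-only cells lacking LRH-1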
Target sequence (O00482 whole entry, looked up): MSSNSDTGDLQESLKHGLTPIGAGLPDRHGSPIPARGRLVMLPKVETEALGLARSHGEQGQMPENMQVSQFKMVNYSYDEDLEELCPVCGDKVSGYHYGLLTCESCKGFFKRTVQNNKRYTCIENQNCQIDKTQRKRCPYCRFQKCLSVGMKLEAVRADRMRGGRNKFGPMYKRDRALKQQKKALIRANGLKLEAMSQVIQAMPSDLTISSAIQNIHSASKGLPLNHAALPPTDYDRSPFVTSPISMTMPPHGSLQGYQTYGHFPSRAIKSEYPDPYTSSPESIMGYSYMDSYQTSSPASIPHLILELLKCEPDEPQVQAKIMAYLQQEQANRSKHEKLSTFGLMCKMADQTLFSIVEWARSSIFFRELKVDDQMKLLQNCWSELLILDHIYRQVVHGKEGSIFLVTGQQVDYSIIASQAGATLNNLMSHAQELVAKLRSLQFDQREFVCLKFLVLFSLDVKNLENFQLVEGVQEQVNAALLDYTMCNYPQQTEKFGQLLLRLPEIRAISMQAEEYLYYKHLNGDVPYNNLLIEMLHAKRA
TRAIL sens C8 – caspase-8 TRAIL sensitization | NB7+C8 cells + TRAIL, ATPlite viability luminescence | inhibition (viability loss, TRAIL sensitization), % at 10 µM | hit rate 1% among 360,000;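 active means compounds causing at least 50% loss of cell viability in the single-dose screen, relative to plate controls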
Active calls of the source: *; . = not tested or not shown. Not all compounds are listed; count on the stated rates, not on these rows.

SMILES	KKLEB cytotox	TROY NFkB inh	NCOA1 inh	Shn3 3UTR inh	TWEAK Fn14 block	NR2F2 inh	NCOA3 inh	LMP1 NFkB inh	CF NFkB block	NR5A2 inv ag	TRAIL sens C8
CC(=O)NCc1ccc(C(=O)CCl)s1	-26	-5	-21	-13	2	-15	-19	-25	9	9	-5
Cc1c(NC(=O)CC(O)(C(F)(F)F)C(F)(F)F)c(=O)n(-c2ccccc2)n1C	0	4	-1	5	24	-10	22	1	1	-5	-15
O=C(/C=C/c1ccc(Cl)c([N+](=O)[O-])c1)NCc1cccnc1	3	-18	-19	9	-6	-6	10	-6	-1	1	1
S=c1[nH]c2ccccc2n1CCc1ccncc1	6	16	20	7	36	19	5	1	14	-9	-27
CCOC(=O)C1CCCN(C(=O)c2ccc3oc(CCc4ccccc4)nc3c2)C1 (stereo not drawn)	-3	0	-12	-45	-5	-20	-38	-2	12	-28	-2
CCOC(=O)[C@H]1[C@H]2COc3cc(OC)ccc3[C@@H]2N2C(=O)c3cc(OC)c(OC)cc3NC(=O)[C@@]12C	-16	-6	2	9	-3	-2	-12	-2	-1	1	-7
Cc1ccc(S(=O)(=O)NCC(=O)OCC(=O)NCc2ccc3c(c2)OCO3)cc1	-13	-9	-8	-18	7	-7	-4	-2	13	-12	4
COc1ccc(NC(=O)c2cc(C(C)C)on2)c(OC)c1	-1	-57	-100	-69	-6	-39	-94	-36	-6	-68	-12
Cc1ccccc1C(=O)NCCN1CCOCC1	10	-9	-18	-23	18	9	-3	2	-10	-5	-7
COc1cccc(C2=NN(C(=O)c3ccco3)C(c3ccco3)C2)c1 (stereo not drawn)	0	33	-47	-1	29	-1	-16	-8	18	0	11
Cc1cccnc1NC(=O)c1ccc(S(=O)(=O)N2CCCCCC2)cc1	-3	-12	7	6	17	-5	-5	-20	-14	-6	8
CN(CC(=O)Nc1ccccc1C(F)(F)F)C(=O)CSc1nnc(-c2ccncc2)n1C	10	-6	-6	4	-14	-12	-2	6	-10	-10	-7
O=C1CC(c2ccccc2)CC2=C1C(c1ccccn1)Nc1ccccc1N2 (stereo not drawn)	2	-33	8	-15	-11	-3	16	0	-7	-3	-6
Cc1nnc(N)nc1C	-8	-1	-11	4	-11	11	21	-2	10	3	5
Cc1cc(NC(=O)CSCC(=O)N2CCN(c3ccccc3)CC2)no1	-13	11	-14	-29	4	-1	-11	-1	5	8	-9
COc1ccc(-c2cnnc(N/N=C/c3ccc(C)o3)n2)cc1	14	0	-18	8	-1	-14	10	7	-9	14	-17
c1ccc2oc(CCc3nc4ccccc4o3)nc2c1	-20	11	-13	-27	-24	-1	-25	-5	3	-25	3
CC(=O)Oc1cccc2c1C(=O)C1CC=CC(OC(C)=O)C1C2=O (stereo not drawn)	10	-18	2	-11	-27	-14	-12	-3	-72	5	3
S=C(NCc1ccncc1)Nc1ccccc1	8	-58	-15	4	14	-3	14	1	3	-1	-2
C[C@@H]1ON(C)[C@H]2C[C@H]3c4[nH]c5ccc(-c6ccc7c(c6)OCO7)cc5c4CCN3C(=O)[C@@H]12	-12	16	-11	-10	47	28	4	0	15	17	6

Some of these compounds in order of heavy-atom count, rising:
SMILES	KKLEB cytotox	TROY NFkB inh	NCOA1 inh	Shn3 3UTR inh	TWEAK Fn14 block	NR2F2 inh	NCOA3 inh	LMP1 NFkB inh	CF NFkB block	NR5A2 inv ag	TRAIL sens C8
Cc1nnc(N)nc1C	-8	-1	-11	4	-11	11	21	-2	10	3	5
S=C(NCc1ccncc1)Nc1ccccc1	8	-58	-15	4	14	-3	14	1	3	-1	-2
S=c1[nH]c2ccccc2n1CCc1ccncc1	6	16	20	7	36	19	5	1	14	-9	-27
c1ccc2oc(CCc3nc4ccccc4o3)nc2c1	-20	11	-13	-27	-24	-1	-25	-5	3	-25	3
COc1ccc(NC(=O)c2cc(C(C)C)on2)c(OC)c1	-1	-57	-100	-69	-6	-39	-94	-36	-6	-68	-12
COc1ccc(-c2cnnc(N/N=C/c3ccc(C)o3)n2)cc1	14	0	-18	8	-1	-14	10	7	-9	14	-17
CC(=O)Oc1cccc2c1C(=O)C1CC=CC(OC(C)=O)C1C2=O (stereo not drawn)	10	-18	2	-11	-27	-14	-12	-3	-72	5	3
COc1cccc(C2=NN(C(=O)c3ccco3)C(c3ccco3)C2)c1 (stereo not drawn)	0	33	-47	-1	29	-1	-16	-8	18	0	11
Cc1cc(NC(=O)CSCC(=O)N2CCN(c3ccccc3)CC2)no1	-13	11	-14	-29	4	-1	-11	-1	5	8	-9
O=C1CC(c2ccccc2)CC2=C1C(c1ccccn1)Nc1ccccc1N2 (stereo not drawn)	2	-33	8	-15	-11	-3	16	0	-7	-3	-6
Cc1ccc(S(=O)(=O)NCC(=O)OCC(=O)NCc2ccc3c(c2)OCO3)cc1	-13	-9	-8	-18	7	-7	-4	-2	13	-12	4
CCOC(=O)C1CCCN(C(=O)c2ccc3oc(CCc4ccccc4)nc3c2)C1 (stereo not drawn)	-3	0	-12	-45	-5	-20	-38	-2	12	-28	-2
C[C@@H]1ON(C)[C@H]2C[C@H]3c4[nH]c5ccc(-c6ccc7c(c6)OCO7)cc5c4CCN3C(=O)[C@@H]12	-12	16	-11	-10	47	28	4	0	15	17	6
CCOC(=O)[C@H]1[C@H]2COc3cc(OC)ccc3[C@@H]2N2C(=O)c3cc(OC)c(OC)cc3NC(=O)[C@@]12C	-16	-6	2	9	-3	-2	-12	-2	-1	1	-7

Other structures
SMILES	KKLEB cytotox	TROY NFkB inh	NCOA1 inh	Shn3 3UTR inh	TWEAK Fn14 block	NR2F2 inh	NCOA3 inh	LMP1 NFkB inh	CF NFkB block	NR5A2 inv ag	TRAIL sens C8
Cc1ccccc1N=C1NC(=O)/C(=C/c2cccnc2)S1	-2	28	-105	-7	21	8	15	2	17	44	-9
CCNC(=S)N(Cc1cc2cccc(C)c2[nH]c1=O)C1CCCC1	11	4	-26	-7	-10	22	31	-4	-10	22	-7
N#Cc1c(-c2c(Cl)cccc2Cl)noc1/C=C/Nc1ccc(C(=O)O)cc1	-2	-27	1	2	12	-2	-3	9	12	-15	-2
CCSc1nnc([C@@H]2CCCN2C(=O)OC(C)(C)C)o1	5	-22	-16	5	-8	-67	6	-1	-2	-21	-8
Cc1ccc2nc(N3CCOCC3)c3nncn3c2c1	-4	-16	-12	-4	-2	-5	-7	4	9	-4	1
O=C(NNC(=O)c1ccc(Cl)cc1Cl)c1cccs1	0	-36	-95	-23	-7	-55	-82	-3	8	-84	16
O=C(O)c1ccccc1SCc1ccc2c(c1)OCO2	0	-8	-12	.	-2	2	3	3	14	16	-6
CC(C)c1ccc(CC(=O)N2CCC2(C)C(=O)NCCC#N)cc1 (stereo not drawn)	1	-10	-17	-7	-17	0	0	.	1	-20	-4
CS(=O)(=O)N(CC(=O)NCc1ccco1)c1ccc2c(c1)OCO2	2	11	-1	-13	27	10	-16	-3	-10	-1	-7
CC(C)(O)c1cc2ccc(C#Cc3ccsc3)cc2c(=O)o1	-5	-49	-60	-54	-35	-23	-90	-6	19	-87	-9
Cc1cc(=O)n(CNC(=O)c2ccccc2)c(=S)[nH]1	-13	-7	-34	-4	13	9	-11	0	1	26	5
CC(C)(C)OC(=O)N1CCC(C(N)=O)CC1	-3	-5	-1	11	2	0	-6	1	-9	36	2
CC1CCN(CCCCOc2cccc(C(C)C)c2)CC1	-3	-17	7	-60	14	17	-17	-6	-27	12	42
O=C(/C=C/Nc1ccccc1F)c1cccs1	-28	-14	-130	-64	64*	-44	-73	13	-6	-155	87*
Cc1cccc(N(C(=O)c2snc(C(N)=O)c2N)C(C(=O)NC2CCCC2)c2ccco2)c1 (stereo not drawn)	1	-2	-26	20	1	1	3	-8	18	3	8
CCOc1ccc2c(c1)n([O-])c1c([n+]2=O)CCCC1	4	12	5	-7	-20	11	3	-3	3	-10	-20
COc1ccc(OC)c(C2C(C(=O)c3cccs3)=C(O)C(=O)N2c2cc(C)on2)c1 (stereo not drawn)	2	-21	-2	-19	-21	12	13	-4	-9	-5	9
CC(O)(c1cccc(F)c1)c1nc(-c2cccc(C(=O)O)c2)cs1 (stereo not drawn)	11	-39	-12	-21	-5	-16	-33	.	-4	-28	-2
CC(C)(CC(=O)O)CC(=O)Nc1ccc(Cl)c(Cl)c1	1	-22	-31	-6	-2	-2	2	-1	-3	-7	11
CCOC(=O)N1CCN(C(=O)COc2ccc(Cl)cc2)CC1	4	-7	-18	-7	3	7	0	-2	-9	13	15
O=C(NCCS(=O)(=O)N1CCCCC1)c1ccc2c(c1)OCO2	7	13	4	-4	2	4	-9	2	6	-6	16
O=C(NCc1nnc2c(C(F)(F)F)cc(Cl)cn12)c1cccnc1	-4	1	-44	7	-8	-5	11	1	-16	17	-12
CC(=O)NC(c1cccc(F)c1)c1nc(/C=C/c2ccccc2)cs1 (stereo not drawn)	3	-1	-9	-8	-5	-4	-12	.	-15	-28	-6
CCN(CC)CCOc1nnc(-c2ccc(OC)cc2)c2ccccc12	3	6	6	20	-9	1	14	2	-16	17	4
COC(=O)NC(Nc1sc2c(c1C(N)=O)CCCC2)(C(=O)OC)C(F)(F)F (stereo not drawn)	-8	-18	-34	-35	-17	9	0	-16	4	-5	-17
N#CCSc1nnc(N)s1	-6	7	-10	-10	-18	10	15	-9	11	20	8
CC(=O)N(C)c1ccc(NC(=S)NC(=O)/C=C/c2ccco2)cc1	-3	4	-2	-13	29	-19	-5	-6	-30	11	0
CCN1CCCC1CNC(=O)Cn1nc(C)n2c(cc3cc(F)ccc32)c1=O (stereo not drawn)	23	0	-6	1	-14	-8	5	-1	-16	3	1
CCOC(=O)c1cc(-c2ccccc2)n(CC(=O)N2CCCC2)c1C	2	18	14	-8	21	-12	25	-10	-3	-3	-5
COc1ccc(/C=C(\NC(=O)c2ccco2)C(=O)N2CCOCC2)cc1	6	-1	12	1	5	-4	17	3	-16	11	9
Cc1ccc(Cc2nnc(SCC(=O)Nc3ccccc3)[nH]c2=O)cc1	10	8	-18	2	-8	-3	1	0	-6	9	-13
Cc1ccc(NC(=O)c2cccc(NC(=O)CCC(=O)O)c2)cc1C	0	14	-11	-2	-4	17	14	-4	26	-6	9
COc1cc2nc(N3CCNCC3)nc(N)c2cc1OC	-10	-23	-30	-24	-172	-12	27	-26	-18	25	53*

Bioassay records deposited in PubChem BioAssay by several laboratories.
